TRPV1 ag: HTS Assay for Compounds that Act as Agonists of the Vanilloid Receptor 1; activation, % at 8.33 µM; Transient receptor potential cation channel subfamily V member 1 (Homo sapiens), Q8NER1; 0.19% of 320,000 active; TRPV1-expressing cells, Fluo-8 calcium influx, agonist mode; in the data active = activation above about 80%; inconclusive = between about 30% and that limit; note: 0% is about no effect
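Fluo-8 calcium influx in TRPV1-expressing cells, kinetic read (ex 480/em 520 nm). Compound added and read 3 min for agonist activity, followed by capsaicin at EC20 final and 2 min further read for enhancement.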
ASM inhibitor: Inhibitors of Secretory Acid Sphingomyelinase (S-ASM): qHTS; placental ASM, HMU-PC fluorogenic substrate, 60 min; Potency, µM (top dose mostly 57.5 µM), for the others: top-dose activity change, negative = inhibition, hits mostly inhibitors; 0.006% of 340,000 active; note: potency is the fitted concentration of half-maximal effect
Target sequence (P17405 47-631 limits assumed): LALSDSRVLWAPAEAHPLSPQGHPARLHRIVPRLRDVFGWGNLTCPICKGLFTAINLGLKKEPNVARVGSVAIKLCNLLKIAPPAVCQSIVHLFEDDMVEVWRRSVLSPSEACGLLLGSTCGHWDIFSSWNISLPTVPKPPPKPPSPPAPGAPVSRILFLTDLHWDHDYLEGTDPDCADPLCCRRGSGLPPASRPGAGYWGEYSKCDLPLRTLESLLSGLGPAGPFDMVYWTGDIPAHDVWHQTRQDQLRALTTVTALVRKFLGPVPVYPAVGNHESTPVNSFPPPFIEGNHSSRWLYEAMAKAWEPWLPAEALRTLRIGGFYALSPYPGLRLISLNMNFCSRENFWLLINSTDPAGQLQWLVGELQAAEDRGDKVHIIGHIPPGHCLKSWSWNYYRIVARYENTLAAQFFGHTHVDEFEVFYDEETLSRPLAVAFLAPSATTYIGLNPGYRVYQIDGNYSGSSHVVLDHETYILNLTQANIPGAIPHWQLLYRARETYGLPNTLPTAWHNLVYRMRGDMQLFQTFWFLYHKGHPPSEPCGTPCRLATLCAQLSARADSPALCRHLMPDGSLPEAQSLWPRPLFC
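Human placenta-derived ASM preincubated with compound 10 min at room temperature, then reacted with 9 uM (final) fluorogenic HMU-PC substrate for 60 min at 37 C. Stop solution raises pH to 10; fluorescence read at Ex 386/Em 447 nm.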
Integrin act MD: qHTS for Activators of Integrin-Mediated Alleviation for Muscular Dystrophy; alpha7betagal myoblasts, beta-gal FDG fluorescence, 48 h; Potency, µM (top dose mostly 38.3 µM), for inactives: at the top dose activation, actives largely listed as activators; 0.064% of 350,000 active;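 note: potency is the fitted concentration of half-maximal effect; 100% = response of the positive control SU9516; nearly all actives have a fitted effect of over 60% in size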
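alpha7betagal+/- myoblasts (passage 13, 250/well) treated 48 h at 37C with compounds at 1:260 dilution of DMSO stock. Lysed, then beta-galactosidase activity read as FDG fluorescence (ex 480/em 540) after 30 min, with pre-read for autofluorescence.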
KCNH2 WT inh: qHTS for Inhibitors of KCHN2 3.1: Wildtype qHTS. activity change, % at 1.84 µM. U2OS, BacMam KCNH2, thallium flux FluxOr; active compounds read low. 0.37% of 340,000 active;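 active = maximum activity change below -70%; inconclusive = maximum activity change between -70% and -50%; inactive = maximum activity change above -50%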; note: % is set by controls: 0 for no effect and ±100 for the full control effect
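U2OS cells transduced with wild-type KCNH2 virus are loaded with FluxOr dye for 45 min, and thallium flux is measured in kinetic reads before and after stimulation buffer. Rate constants are normalized to DMSO controls.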
FBPA coupling cs: qHTS Assay for Inhibitors of Fructose-1,6-bisphosphate Aldolase from Giardia Lamblia: Coupling assay counterscreen; coupling enzyme system counterscreen, AmpLite Red fluorescence; activity change, negative = inhibition, % at 58.2 µM, hits read low; 0.67% of 290,000 active; AID 2472, 2010; in the data active = activity change below about -30%; note: % is set by controls: 0 for no effect and ±100 for the full control effect
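Counterscreen lacking aldolase: glyceraldehyde-3-phosphate coupling-enzyme reagent preincubated 10 min at RT with compound (at 57.5 uM final), then substrate/coupling system with AmpLite Red added; fluorescence read at 525/598 nm after 20 min RT.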
AT treatment: qHTS Assay for Identifying a Potential Treatment of Ataxia-Telangiectasia; 0.19% of 320,000 active; […] A-T fibroblasts, KAP-1 phosphorylation AlphaLISA; neocarzinostatin DNA damage 30 min before lysis; Potency, µM (titrated, usually from 57.5 µM), for the others: top-dose activation, usual class: activators; note: potency is the fitted concentration of half-maximal effect; % of control where 0% means no effect; nearly all actives have a fitted effect of over 45% in size
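ATM-like activity read as KAP-1 phosphorylation via AlphaLISA donor/acceptor antibody pairs after lysis and 6 hr at 25C. Cells were ATM-null patient fibroblasts ([…], hTERT), dosed 60 min, then exposed to the DSB inducer NCS for 30 min.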
GALK inhibitor: qHTS Assay for Inhibitors of Human Galactokinase (GALK) | Potency, µM (top dose mostly 57.5 µM), for inactives: at the top dose activity change, negative = inhibition, actives largely listed as inhibitors | Purified GALK, Kinase-Glo residual ATP luminescence | P51570 | 0.007% of 270,000 active; note: potency is the fitted concentration of half-maximal effect; % is set by controls: 0 for no effect and ±100 for the full control effect
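The enzyme phosphorylates galactose (100 uM) using ATP (35 uM); inhibition is detected as higher residual ATP, quantified by bioluminescence after 1 h reaction at room temperature, pH 8.0.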
KCNH2 3.1 block: qHTS for Inhibitors of KCHN2 3.1: Mutant qHTS | Potassium voltage-gated channel subfamily H member 2, brain isoform KCNH2 3.1 (human) | U2OS KCNH2 3.1, thallium flux FluxOr; active compounds read low | activity change, % (tested at about 1.8 µM) | 0.95% of 340,000 active | AID 720553, 2013;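 active = maximum activity change below -70%; inconclusive = maximum activity change from -70% to -50%; inactive = maximum activity change above -50%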;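 note: thallium influx rate constant from kinetic fluorescence after stimulation buffer; % is set by controls: 0 for no effect and ±100 for the full control effect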
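Kinetic fluorescence (2 min after stimulation buffer) measures Tl+ influx through KCNH2 3.1 expressed by viral transduction in U2OS cells; the rate constant is normalized against DMSO controls serving as positive and negative references.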
MLL CXXC-DNA inh: qHTS Fluorescence Polarization Assay for Inhibitors of MLL CXXC domain - DNA interaction; Histone-lysine N-methyltransferase 2A (Homo sapiens), Q03164; AID 2662, 2010; MLL-CXXC / FITC-HOXA9 DNA fluorescence polarization; 0.037% of 290,000 active; Potency, µM (doses to about 115 µM), without a hit: at the top dose activity change, negative = inhibition, hits mostly inhibitors; active = well fitted inhibition curve with a large enough effect in the polarisation, with a control signal flat, not every such curve was filed as active; inconclusive = small, poorly fitted or top-dose-only effect, or effect the other way, or a change in a side signal; inactive = no such curve, though single readings can be large or run the other way; the % refers to the polarisation; note: potency is the fitted concentration of half-maximal effect
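Fluorescence polarization: 7 uM MLL-CXXC (stock) preincubated 5 min with compounds, then 50 nM fluorescein-HOX-A9 DNA (stock) added; 30 min ambient. Buffer 50 mM Tris-HCl pH 7.5, 50 mM NaCl, 1 mM DTT, 0.05% BSA.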
MBNL1 CUG block: qHTS Assay for Inhibitors of MBNL1-poly(CUG) RNA binding | AID 2675, 2010 | 0.036% of 280,000 active | TR-FRET MBNL1-His/biotin-(CUG)12 binding, 665/545 ratio | Muscleblind-like protein 1 (Homo sapiens), Q9NR56 | Potency, µM (doses to about 57.5 µM), for the others: at the highest dose activity change, negative = inhibition, actives largely listed as inhibitors; active = well fitted inhibition curve with a large enough effect in the signal ratio, with a control signal flat, not every such curve was filed as active; inconclusive = small, poorly fitted or top-dose-only effect, or effect the other way, or a change in a side signal; inactive = no such curve, though single readings can be large or run the other way; the % refers to the signal ratio; note: potency is the fitted concentration of half-maximal effect; % is set by controls: 0 for no effect and ±100 for the full control effect
Target sequence (Q9NR56 whole entry, looked up): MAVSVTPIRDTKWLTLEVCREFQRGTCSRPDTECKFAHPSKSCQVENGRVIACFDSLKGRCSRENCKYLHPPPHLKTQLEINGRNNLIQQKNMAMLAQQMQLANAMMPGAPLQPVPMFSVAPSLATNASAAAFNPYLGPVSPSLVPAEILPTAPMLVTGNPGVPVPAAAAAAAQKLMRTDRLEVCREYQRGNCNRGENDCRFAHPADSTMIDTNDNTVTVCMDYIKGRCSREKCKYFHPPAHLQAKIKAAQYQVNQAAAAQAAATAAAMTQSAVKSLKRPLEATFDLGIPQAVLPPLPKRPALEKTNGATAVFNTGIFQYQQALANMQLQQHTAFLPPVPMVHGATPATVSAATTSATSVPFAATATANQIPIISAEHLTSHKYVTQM
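His-tagged MBNL1 binding to biotinylated (CUG)12 RNA was measured by TR-FRET using terbium anti-His antibody (0.055 ng/ul final) and streptavidin-XL665 (5 nM final). Compounds were titrated 92 nM to 58 uM; 60 min at room temperature.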
Starred values were filed as active, the others as inactive; ? = inconclusive; . = not tested or not shown; [ ] = another dose, or the depositor's remark. Unless noted, calls come from the whole dose curve; as a rule, active = well fitted curve in the direction sought with a large enough effect; inconclusive = small, poorly fitted or top-dose-only effect, or another doubt; inactive = no such curve, though single readings can be large; an effect the other way counts as inactive or inconclusive.

Fields: TRPV1 ag, ASM inhibitor, Integrin act MD, KCNH2 WT inh, FBPA coupling cs, AT treatment, GALK inhibitor, KCNH2 3.1 block, MLL CXXC-DNA inh, MBNL1 CUG block
COc1ccc(CC(=O)OCC(=O)NCc2ccc(Cl)cc2)cc1
 : 20, -2%, -35%, -13, 1, 4%, -2%, 4, 2%, .
CN(C)c1ccc(NC(=O)CCN2C(=O)c3cccc([N+](=O)[O-])c3C2=O)cc1
 : -1, 0%, -26%, -10, 1, -17%, 0%, -12, -7%, ?
CCCCOc1ccc(C(=O)NCC(=O)NCCOc2ccc(C)cc2)cc1
 : 1, -2%, -15%, -3, ., -6%, ., -1, ., .
Cc1cccc(NC(=O)Nc2cnccn2)c1
 : 11, 3%, ?, ., -6, -7%, -1%, 20, -9%, 0%
CCOC(=O)c1csc(N/N=C2\CCc3ccccc32)n1
 : 11, -2%, 29%, 11, 0, 2%, 0%, 3, ?, 9%
CN(C)S(=O)(=O)c1ccc(C(=O)Nc2ccc(S(=O)(=O)NC3=NCCCCC3)cc2)cc1
 : 23, -4%, 3%, 5, 2, -3%, -3%, 0, 7%, -4%
O=C(Nc1ccsc1C(=O)NC1CCCCC1)c1ccc(F)cc1
 : 29, ?, -16%, -1, -1, -1%, -1%, 4, 0%, 4%
Cc1ccccc1[C@@H](NC(=O)OC(C)(C)C)C(=O)OC(C)(C)C
 : ?, -8%, 33%, 6, ., 16%, ., 5, ., .
Cc1cc(N2CCOCC2)ccc1/C=C1\NC(=O)N(Cc2ccccc2F)C1=O
 : 11, 44%[activator], ?, ., -3, 0%, -2%, -4, 20%, 6%
CC(C)c1cc(NCCN2CCOCC2)n2c(nc3ccccc32)c1C#N
 : ., 131%[activator], 0%, 8, ., ., ., 2, ., .
Cc1cc(=O)c2ccccc2n1CC(=O)NCc1ccccc1
 : -3, -1%, 9%, 16, 0, -4%, 0%, 3, 1%, .
CCOC(=O)[C@H]1[C@H]2COc3ccc(C)cc3[C@@H]2N2C(=O)CN(Cc3ccc(OC)cc3)C(=O)[C@@]12C
 : ?, -1%, -16%, ., ., 10%, ., ., ., .
COC(=O)c1cc(NS(=O)(=O)c2ccc(F)cc2)ccc1N1CCOCC1
 : -2, 4%, -11%, -3, -1, 1%, 2%, -5, 1%, -1%
CC(=O)Nc1nnc(-c2ccc(Cl)s2)o1
 : 0, 1%, 8%, -7, 0, 2%, 1%, 8, 17%, ?
COCc1cc(C)nc2sc(C(=O)Nc3ccccc3OC)c(N)c12
 : 6, 189%[activator], 33%, -7, -1, 30%, 9%, 1, 6%, ?
COc1cc(C2Nc3cccc4cccc(c34)N2)ccc1OC(C)=O
 : -3, 0%, 3%, -1, -18, 1%, 1%, 5, -3%, 21%
CCOP(=O)(OCC)C(NC(=O)c1ccc(OC)cc1)c1ccccc1 (configuration not stated)
 : 3, 2%, 8%, 2, 2, 0%, -3%, -96*, 0%, -5%
COc1ccc(/C=N/NC(=O)c2c(-c3ccccc3)noc2C)cc1
 : 8, -3%, -1%, -10, -2, 8%, ., 16, 2%, -23%[11.5 µM]
O=C(NC1CCCCC1)C(c1ccccc1)N(C(=O)c1csnn1)C1CCCC1 (configuration not stated)
 : 17, -3%, -27%, 5, 0, 3%, 16%, -9, -1%, -3%
CSc1ccc(/C=N/NC(=O)C[n+]2ccccc2)cc1
 : -3, -2%, 31%, -12, 1, -3%, ., -14, 3%, ?
COc1cc(CC(=O)OCC(=O)Nc2cc([N+](=O)[O-])ccc2Cl)cc(OC)c1OC
 : 8, -2%, 16%, 10, 2, -2%, -3%, -6, 5%, ?
Cc1ccc(S(=O)(=O)N(C)C)cc1NC(=O)c1cccnc1Oc1ccccc1
 : 8, -3%, 15%, 0, -1, -3%, ., -2, 6%, 2%
O=C(Cn1ncc2c3ccccc3n(Cc3ccccc3)c2c1=O)NCCCN1CCOCC1
 : -1, 3%, 5%, 13, -1, 2%, -4%, -1, 1%, -2%
Cc1c(C)c2ccc(OC(C)C(=O)NC3CC(C)(C)NC(C)(C)C3)cc2oc1=O (configuration not stated)
 : 4, 0%, 24%, 6, ., 2%, 0%, 0, 7%, 11%
Clc1ccc(-c2nnnn2-c2ccc(Cl)c(Cl)c2)cc1Cl
 : 12, -12%, -18%, -12, 2, ., 2%, -12, 1%, 9%
CCc1c(C)c2ccc(OCC(=O)OC(C)C)c(C)c2oc1=O
 : ?, -4%, -52%[inhibitor], -2, 1, -3%, 0%, 20, 4%, -2%
COc1cc(NC2c3ccccc3C(=O)N2c2ccc(C)cn2)cc(OC)c1OC (configuration not stated)
 : -4, 3%, -9%, 14, -21, -1%, 0%, 8, -1%, -9%
CC[C@H]1c2[nH]c3ccccc3c2C[C@@H]2C(=O)N(c3ccc(F)cc3)C(=O)N21
 : 8, 0%, 21%, -8, ., 2%, ., -7, ., .
O=C(O)c1ccc(CS(=O)(=O)c2c(Cl)cccc2Cl)o1
 : 8, 3%, -15%, 2, 3, 27%, 1%, 5, 43%[activator], -10%
N#Cc1c(N)oc(-c2cccs2)c1-c1cccs1
 : 1, 13%, -7%, -10, -14, -4%, -2%, 0, 6%, ?
Cc1ccc(-c2nnn(CC(=O)N(CCN3CCOCC3)C(C(=O)NC3CCCC3)c3ccncc3)n2)o1 (configuration not stated)
 : -4, 5%, 9%, 3, 10, -1%, 0%, 21, -2%, -21%
O=C(CC1Oc2ccccc2NC1=O)NCCCN1CCCC1=O (configuration not stated)
 : -1, 2%, 24%, -6, 3, 8%, 3%, 14, -1%, 2%
N#Cc1ccc(S(=O)(=O)NCC(=O)OCC(=O)N2CCCC2=O)cc1
 : 1, 4%, -5%, 5, ., 1%, ., 3, ., .
CCC(C)(C)n1nnnc1C(c1cc(OC)ccc1OC)N1CCC(C(N)=O)CC1 (configuration not stated)
 : 3, 2%, 24%, 9, -1, -8%, -3%, 10, 1%, -3%
COc1ccc(/C=N/Nc2ncnc3scc(-c4ccccc4)c23)cc1OC
 : -6, -10%, 28%, -4, -2, ., 1%, 13, -1%, ?
CCn1c(SC)nnc1-c1nnc(SC)n1CC
 : -1, -1%, -16%, 10, -1, ., -4%, ., -6%, -5%
O=C(NC1CC2CCCC(C1)N2S(=O)(=O)c1ccccc1)c1ccccc1 (configuration not stated)
 : ?, 0%, 24%, 18, -5, 15%, 4%, -4, -4%, -10%
CCOc1ccc2nc(NC(=O)CN3CCC(n4nnc5cc(C(F)(F)F)ccc54)CC3)sc2c1
 : 5, -13%, -5%, -2, -10, -2%, 4%, -79*, 0%, -2%
CCC(=NCc1ccccc1)C1=C(O)C(C(=O)OC)C(C)(C)CC1=O (configuration not stated)
 : 0, -3%, 25%, 6, 2, 3%, 4%, 25, 1%, -16%
COc1ccc(CN2C(=O)c3cccnc3C2Nc2cc(Cl)c(OC)cc2OC)cc1 (configuration not stated)
 : 15, -1%, -12%, 25, -2, 7%, -10%, 0, -6%, -9%
Cc1cccc(Oc2ncnc(N)c2[N+](=O)[O-])c1
 : -5, 0%, -23%, -8, 4, 3%, -1%, 0, -6%, ?
NC(=O)COC(=O)c1cccc(S(=O)(=O)N2CCN(c3ccccc3)CC2)c1
 : -6, 3%, 19%, -14, 5, 12%, 0%, 5, 11%, -6%
CCOC(=O)c1c(N)c(C#N)c2n1CCCC2
 : 1, 6%, 18%, 6, 0, 3%, -1%, -6, 4%, -10%
CSc1cccc(NC(=O)CN(C)S(=O)(=O)c2cnc[nH]2)c1
 : -1, 3%, -15%, -1, ., 10%, -3%, 14, 12%, 3%
O=C(CCCCCn1c(=O)[nH]c2ccccc2c1=O)NCCCN1CCN(c2ccccc2F)CC1
 : -2, 35%[activator], -24%, ?, 3, 4%, 2%, -70*, 8%, -7%
C(=N\n1cnnc1)/c1cn(Cc2ccccc2)c2ccccc12
 : 0, -21%, -20%, 10, 1, -1%, -1%, -24, 11%, -8%
Cc1nc(NC(=O)COC(=O)CCC(=O)c2cccs2)c(Cl)cc1Cl
 : 1, 0%, 1%, -15, 5, 1%, 1%, 1, 2%, -5%
CC(C)N(CCCNC(=O)Cn1ncc2c([nH]c3ccccc32)c1=O)Cc1ccccc1
 : 2, 0%, -32%, 2, 3, 3%, 0%, 12, 5%, 6%

Outcome played no part in choosing rows; any-hit rate near 2%.
